Screens from PubChem.
TrxR1 substrate = qHTS Assay for Substrates of Mammalian Selenoprotein Thioredoxin Reductase 1 (TrxR1): qHTS; purified TrxR1 substrate turnover, NADPH consumption readout; Potency, µM (series often up to 114 µM), for the others: at the top dose activity change, negative = substrate turnover; hit rate 0.01% among 390,000; AID 588456, 2011; note: potency is the fitted concentration of half-maximal effect; % is set by controls: 0 for no effect and ±100 for the full control effect; nearly all actives have a fitted effect of over 50% in size
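Rat TrxR1, dispensed at 90 nM, was prereduced with 400 uM NADPH (final) for 5 min at ~22 deg C, then incubated with compound 15 min before 400 uM selenite. A first-read NADPH fluorescence drop versus no-compound background flagged substrates.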
D2 agonist = HTS Assay for Allosteric Agonists of the Human D2 Dopamine Receptor: Primary Screen for Agonists; D(2) dopamine receptor (Homo sapiens), P14416; HEK293 T-REx D2 cells, calcium flux agonist mode; activation, % at 2 µM; hit rate 0.53% among 340,000; AID 485358, 2010;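 active = activation over 3 SD above normal in the single-dose calcium agonist read, cut at about 30% in these data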; note: 0% is about no effect
Target sequence (P14416 whole entry, looked up): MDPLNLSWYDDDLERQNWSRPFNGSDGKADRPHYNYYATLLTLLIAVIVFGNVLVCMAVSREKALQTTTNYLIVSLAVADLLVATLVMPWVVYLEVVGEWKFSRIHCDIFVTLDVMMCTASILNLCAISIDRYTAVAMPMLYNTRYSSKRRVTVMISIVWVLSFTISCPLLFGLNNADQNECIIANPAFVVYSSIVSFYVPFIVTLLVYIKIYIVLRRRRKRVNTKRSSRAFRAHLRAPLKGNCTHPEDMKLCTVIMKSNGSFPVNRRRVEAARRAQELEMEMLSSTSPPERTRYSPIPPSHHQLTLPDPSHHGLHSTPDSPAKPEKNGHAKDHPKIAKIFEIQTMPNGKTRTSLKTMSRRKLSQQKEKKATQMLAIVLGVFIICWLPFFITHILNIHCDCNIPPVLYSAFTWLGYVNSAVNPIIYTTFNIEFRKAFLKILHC
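Calcium-flux readout, 1 cycle/sec over 180 s following compound pin transfer, in inducible HEK293 Trex D2 cells (force-coupled); dopamine controls included. Positive calcium responses during this window marked compounds as potential agonists.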
PI4K2A block = qHTS for small molecular inhibitors of PI4K2A; activity change, negative = inhibition, % at 76.9 µM; purified PI4K2A, ADP-Glo luminescence, 1 h; hits give low values; Phosphatidylinositol 4-kinase type 2-alpha (Homo sapiens), Q9BTU6; hit rate 0.13% among 420,000; in the data active = activity change below about -50%; inconclusive = mostly about -30% to -49%;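 note: -100% = wells without enzyme as full effect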
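In this quantitative HTS, ADP production by PI4K2A was quantified luminescently after 1 h at ambient temperature; 100 microM adenosine served as plate-quality control.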
mIDH1 inhibitor = qHTS for Inhibitors of mutant isocitrate dehydrogenase 1 (IDH1): qHTS | IDH1-R132H enzyme, NADPH consumption, diaphorase/resazurin fluorescence | Potency, µM (highest dose often 76.6 µM), for inactives: at the top dose activity change, negative = inhibition, hits mostly inhibitors | hit rate 0.093% among 390,000; note: potency is the fitted concentration of half-maximal effect; % is set by controls: 0 for no effect and ±100 for the full control effect; nearly all actives have a fitted effect of over 65% in size
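IDH1-R132H (0.5 ug/mL) preincubated 30 min with compound, then NADPH (0.016 mM) and alpha-KG (2 mM) added; 80 min at RT, pH 7.5. Remaining NADPH coupled via diaphorase/resazurin to fluorescence (540/590 nm); concentration-response curves normalized to no-enzyme control.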
USP1 inh = Inhibitors of USP1/UAF1: Primary Screen | Ubiquitin carboxyl-terminal hydrolase 1 (Homo sapiens), O94782 | recombinant USP1/UAF1, Ub-Rhodamine cleavage fluorescence | Potency, µM (highest dose often 57.1 µM), for the others: at the top dose activity change, negative = inhibition, actives largely listed as inhibitors | hit rate 0.23% among 390,000; note: potency is the fitted concentration of half-maximal effect; % is set by controls: 0 for no effect and ±100 for the full control effect; nearly all actives have a fitted effect of over 60% in size; inactives centre near -12
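High-throughput fluorogenic screen: 1nM USP1/UAF1 complex, Ub-Rho substrate 150nM final, 50mM HEPES pH 7.8 with 0.5mM EDTA, 0.1 mg/ml BSA, 1mM TCEP and 0.01% Tween-20.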
TRHR enhancer = qHTS for Small Molecule Agonists and Allosteric Enhancers of Human TRH Receptor: Primary Screen for Enhancers; Thyrotropin-releasing hormone receptor (Homo sapiens), P34981; TRHR cells, fluo-8 calcium fluorescence, EC20 TRH enhancement; enhancement, % at 2 µM; hit rate 0.66% among 360,000; AID 493056, 2011; in the data active = enhancement above about 30%; note: 0% is about no effect
Target sequence (P34981 whole entry, looked up): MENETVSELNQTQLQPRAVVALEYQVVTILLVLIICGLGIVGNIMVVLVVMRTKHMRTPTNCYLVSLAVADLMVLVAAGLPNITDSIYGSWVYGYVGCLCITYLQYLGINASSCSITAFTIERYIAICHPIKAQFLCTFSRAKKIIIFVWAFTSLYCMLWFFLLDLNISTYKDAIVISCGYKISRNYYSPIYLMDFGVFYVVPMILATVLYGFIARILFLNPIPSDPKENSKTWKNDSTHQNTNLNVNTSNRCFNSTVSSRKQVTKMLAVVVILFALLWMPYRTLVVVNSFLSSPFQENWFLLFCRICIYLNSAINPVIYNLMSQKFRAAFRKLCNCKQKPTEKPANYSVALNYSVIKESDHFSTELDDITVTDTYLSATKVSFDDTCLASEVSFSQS
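Enhancer read-out: after compound pinning and an initial kinetic agonist-mode read, an EC20 of TRH (10 nM final) was injected and fluo-8 calcium signal (Ex 480/Em 530) followed at 1 s/cycle for 100 cycles in TRHR-expressing cells.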
D2 antagonist = HTS Assay for Allosteric Antagonists of the Human D2 Dopamine Receptor: Primary Screen for Antagonists; HEK293 TREx D2 cells, calcium flux, dopamine EC80; inhibition, % at 10 µM; hit rate 2% among 340,000; AID 485344, 2010; D(2) dopamine receptor (Homo sapiens), P14416; in the data active = inhibition above about 30%; note: 0% is about no effect
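Compounds are added to dye-loaded, induced HEK293 T-REx cells coupled to calcium release via D2; after a 3 min kinetic read an EC80 dopamine stimulus is given and fluorescence is recorded for 3 more min.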
TRHR agonist = qHTS for Small Molecule Agonists and Allosteric Enhancers of Human TRH Receptor: Primary Screen for Agonists; Thyrotropin-releasing hormone receptor (Homo sapiens), P34981; TRHR cells, calcium flux fluo-8, FDSS agonist mode; activation, % at 2 µM; hit rate 0.18% among 360,000; AID 493084, 2011; in the data active = activation above about 30%; note: 0% is about no effect
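Read-out: compound-evoked intracellular calcium rise in TRHR cells, fluo-8 dye, kinetic FDSS fluorescence at 1 s/cycle following a 10-cycle baseline. Cells cultured overnight before dye loading (30 min–1.5 h, RT).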
rTrxR1 inhibitor = qHTS Assay for Inhibitors of Mammalian Selenoprotein Thioredoxin Reductase 1 (TrxR1): qHTS | Thioredoxin reductase 1, cytoplasmic (Rattus norvegicus), O89049 | recombinant rTrxR1, NADPH fluorescence consumption, selenite substrate | Potency, µM (series often up to 114 µM), for inactives: at the highest dose activity change, negative = inhibition, most hits filed as inhibitors | hit rate 1% among 390,000; note: potency is the fitted concentration of half-maximal effect; % is set by controls: 0 for no effect and ±100 for the full control effect; nearly all actives have a fitted effect of over 65% in size
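Rat TrxR1 (90 nM in the dispensed reagent) was pre-reduced with 400 uM NADPH for 5 min at room temperature, then incubated with compound for 15 min. After 400 uM selenite was added, NADPH fluorescence (Ex 340/Em 450 nm) was followed for 8 min.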
* marks the source's active call; other numbers are inactive results; u = inconclusive; x = not tested or not shown; [ ] = remark or other dose. Unless noted, calls come from the whole dose curve; as a rule, active = well fitted inhibition curve with a large enough effect; inconclusive = small, poorly fitted or top-dose-only effect; inactive = no such curve, though single readings can be large or run the other way.

SMILES	TrxR1 substrate	D2 agonist	PI4K2A block	mIDH1 inhibitor	USP1 inh	TRHR enhancer	D2 antagonist	TRHR agonist	rTrxR1 inhibitor
CN(C)CCCOc1ccc2c(c1)Sc1ccccc1CC2=O	-8.6%	-0.6	4.4	1.1%	-6.1%	5.5	-6.6	-0.7	-6.1%
O=C(COC(=O)COc1ccc(Cl)cc1)NCc1cccs1	6.1%	-0.5	3.1	7.3%	-7.3%	-2.5	0.9	-0.7	5.4%
CCOc1ccc(CN(C)C(=O)c2cc3ccccc3o2)cc1OC	-6.5%	-0.2	0.5	-0.5%	-8.1%	2.9	8.4	-0.9	u
CN(C)S(=O)(=O)N1CCN(c2cccc(Cl)c2)CC1	8.1%	-0.2	1.0	4.0%	-13.2%	-10.8	0.7	1.1	8.2%[0.457 µM]
CCCc1ccc(C(C)NC(=S)NCc2ccc(F)cc2)cc1 (stereo unspecified)	0.9%	13.0	-1.4	6.4%	-18.9%	-3.0	-4.2	9.1	18.0%
O=C(O)c1ccccc1C(=O)c1cccc2c(Br)cccc12	-4.4%[57.1 µM]	x	3.5	3.6%	-3.1%	x	x	x	1.9%[2.29 µM]
Cc1ccc(CN(C(=O)COc2cc(C)c(Cl)c(C)c2)c2ccccn2)o1	-4.8%	-0.8	3.0	-2.3%	u	1.6	x	1.0	-4.1%
CCC(=O)N1CN(S(=O)(=O)c2ccc(C)cc2)CC1C (stereo unspecified)	2.0%	0.8	-0.6	0.0%	-17.9%	1.5	9.0	0.0	5.2%
CN(CC(=O)Nc1ccccc1Cl)C(=O)COC(=O)c1ccc(S(=O)(=O)C(F)F)cc1	-6.0%[57.1 µM]	-0.3	1.0	-5.1%	-11.3%	-3.0	-8.3	-0.4	-10.4%[57.1 µM]
COCCn1c(=NC(=O)c2sc3ccccc3c2Cl)sc2cc(S(N)(=O)=O)ccc21	53.3%[activator]	1.5	-1.0	4.2%	-7.0%	4.8	-9.5	0.8	45.8%[activator]
O=c1[nH]c2ccc(S(=O)(=O)N3CCN(c4ccc(F)cc4)CC3)cc2o1	-2.3%	-0.3	0.2	-5.0%	-17.2%	2.4	8.2	0.5	1.0%
Cc1cccnc1NC(=O)c1ccc([N+](=O)[O-])o1	4.7%[57.1 µM]	x	-0.1	-0.4%	-21.0%	-1.3	x	0.7	-74.6%
Cc1ccc(-c2nc(SCC(=O)N(C)C3CCS(=O)(=O)C3)[nH]c2-c2ccc(C)cc2)cc1 (stereo unspecified)	1.3%[57.1 µM]	0.1	6.9	-2.0%	-6.0%	6.8	-2.7	0.4	-16.0%[57.1 µM]
C=CCNC(=S)N1CC2(C)CN(C(=S)NCC=C)CC(C)(C1)C2=O	3.0%	1.3	-5.2	1.8%	-11.4%	14.6	1.7	0.6	51.5%[activator]
CC(Sc1nc(NC(C)(C)C)nc(N(C)C)n1)C(=O)Nc1ccccc1 (stereo unspecified)	3.5%[57.1 µM]	0.0	1.5	-0.6%	-23.4%	-10.0	-25.3	0.4	17.8%[57.1 µM]
O=C1CC(NS(=O)(=O)c2cc(F)ccc2F)CN1c1ccc2c(c1)OCCO2 (stereo unspecified)	-9.8%	-0.4	-2.6	0.9%	0.2%	0.9	-4.8	-0.6	-5.8%
Cc1ccc(OCc2cc(C(=O)N3CCC(c4ccccc4Cl)C3)no2)cc1C (stereo unspecified)	0.9%	7.5	4.5	-11.8%	-17.3%	-3.6	-4.5	3.0	15.9%
CC(=O)c1ccc(S(=O)(=O)N2CCN(C)CC2)cc1	4.8%	0.1	2.2	16.5%	-13.7%	15.5	-7.2	0.5	14.8%
CCOc1ccc(NC(=O)C2CCCN(c3nnc(-n4c(C)ccc4C)s3)C2)cc1 (stereo unspecified)	-0.4%	0.3	0.6	x	6.1%	-1.9	x	-1.8	-7.8%
Cc1ccccc1C(=O)Nc1cccc(NC(=O)Cn2cnc3c(=O)n(C)c(=O)n(C)c32)c1	-1.4%	-3.0	2.7	-2.1%	-2.2%	1.4	28.5	-0.1	27.7%
CC(=O)c1ccc(N2CCN(C(=O)/C=C/c3cccs3)CC2)cc1	-7.8%	-1.0	-4.8	0.0%	-20.6%	0.5	11.1	0.1	-6.2%
CN(C)CCCN(C(=O)c1ccc2c(c1)CCCC2)c1nc2c(F)cccc2s1	-0.8%	-1.2	2.3	7.6%	-17.7%	2.4	25.0	-0.8	-15.3%
COc1ccccc1C1CC(c2c(-c3ccccc3)c3cc(Cl)ccc3[nH]c2=O)=NN1S(C)(=O)=O (stereo unspecified)	9.0%[57.1 µM]	0.1	-0.7	3.3%	-18.8%	7.8	8.9	-1.1	3.5%[57.1 µM]
O=c1[nH]c(Nc2nc3ccccc3o2)nc2c1CCCC2	2.0%	0.3	-1.3	6.3%	-25.9%	4.1	16.0	-0.3	8.4%

Quoted from above, three compounds:
SMILES	TrxR1 substrate	D2 agonist	PI4K2A block	mIDH1 inhibitor	USP1 inh	TRHR enhancer	D2 antagonist	TRHR agonist	rTrxR1 inhibitor
CCOc1ccc(NC(=O)C2CCCN(c3nnc(-n4c(C)ccc4C)s3)C2)cc1 (stereo unspecified)	-0.4%	0.3	0.6	x	6.1%	-1.9	x	-1.8	-7.8%
Cc1ccccc1C(=O)Nc1cccc(NC(=O)Cn2cnc3c(=O)n(C)c(=O)n(C)c32)c1	-1.4%	-3.0	2.7	-2.1%	-2.2%	1.4	28.5	-0.1	27.7%
CC(=O)c1ccc(N2CCN(C(=O)/C=C/c3cccs3)CC2)cc1	-7.8%	-1.0	-4.8	0.0%	-20.6%	0.5	11.1	0.1	-6.2%

Remaining list, next part
SMILES	TrxR1 substrate	D2 agonist	PI4K2A block	mIDH1 inhibitor	USP1 inh	TRHR enhancer	D2 antagonist	TRHR agonist	rTrxR1 inhibitor
COc1ccc(C(=O)Nc2c(N)nc(SCC(=O)N3CCC(C)CC3)[nH]c2=O)cc1OC	1.9%[57.1 µM]	0.8	-0.9	0.6%	2.5%	-4.7	-0.4	-0.9	17.6%[57.1 µM]
CCOc1ccccc1CNC(=O)CN1C(=O)C2CCCCN2c2ccc(C(=O)N(C)C)cc21 (stereo unspecified)	2.0%[57.1 µM]	-1.5	1.1	10.8%	-3.3%	-0.5	x	-0.3	7.4%[57.1 µM]
O=c1c2ccccc2nc(/C=C/c2c[nH]c3ccccc23)n1-c1ccc([N+](=O)[O-])cc1	7.3%[57.1 µM]	1.4	3.6	-2.1%	1.2%	-3.2	-8.9	-0.1	5.9%[57.1 µM]
Oc1ccc(/C=N/N(c2ccccc2)c2ccccc2)c(O)c1O	x	0.4	x	x	x	-1.8	-15.8	0.6	x
Clc1cccc(CNCCCSc2ncccn2)c1Cl	2.6%	0.4	-11.8	1.3%	-7.4%	-2.2	-7.4	1.3	18.3%
C(=N\N(c1ccccc1)c1ccccc1)/c1ccc2c(c1)OCO2	7.7%	x	3.4	-0.6%	-8.0%	x	x	x	13.5%
COCCCN1C(=O)c2ccc(C(=O)NCc3ccccn3)cc2C1=O	6.0%	0.3	0.7	0.0%	-8.9%	8.3	-3.9	0.6	11.1%
COc1cc2c(C(=O)N3CCN(C)CC3)c(C)oc2cc1Br	6.7%	-0.1	-6.8	-0.7%	-12.0%	-0.9	-11.4	0.3	3.3%
O=C(NCCCc1nc2ccccc2n1Cc1ccc(Cl)cc1Cl)c1ccco1	2.8%	-0.3	5.0	3.0%	-26.6%	-22.2	x	0.6	11.3%
COc1ccc(-c2csc(-n3ncc(-c4ccccn4)c3N)n2)cc1	7.3%[57.1 µM]	0.0	-3.9	3.4%	-2.9%	6.4	-0.8	0.3	14.8%[57.1 µM]
Cc1cc(N)n(-c2ccccc2)n1	-4.4%	0.3	-2.5	5.0%	-21.4%	-13.0	20.2	0.0	87.6%[activator]
Cc1cccc(NC(=S)N2CCC(c3nc4ccccc4o3)CC2)c1C	3.1%	0.3	-1.8	-1.3%	12.1%	-2.9	17.6	-0.7	-8.1%
CCc1oc2ccccc2c1C(=O)CCN1CCCCC1	3.5%	1.7	29.3	-0.2%	-7.1%	1.9	-17.7	2.2	0.112µM*
Cc1c(C(=O)N2CCCCC2)c(S(=O)(=O)NCc2ccccc2Cl)c(C)n1C	2.8%	-0.8	7.3	1.1%	-20.4%	0.9	-1.1	-0.1	18.1%
COc1cccc(-c2[nH]nc3c2C(c2ccsc2)C(C#N)=C(N)O3)c1 (stereo unspecified)	-6.7%	-0.2	-24.6	20.4%	u	3.7	-9.2	0.3	-29.4%
COc1ccccc1NC(=O)Cn1c(=O)n(-c2cccc(Cl)c2)c(=O)c2sc3ccccc3c21	1.3%	1.0	0.9	5.4%	-15.5%	9.2	x	-0.2	7.7%
CCn1nc(C(=O)OC2CCOC2=O)c2ccccc2c1=O (stereo unspecified)	2.0%[57.1 µM]	1.0	-1.4	4.0%	-5.3%	-4.8	4.0	-0.7	12.6%[57.1 µM]
Cc1ccc(C(=O)COC(=O)c2cccc(NC(=O)c3ccc(Cl)cc3Cl)c2)cc1	8.3%	3.1	-1.9	-1.3%	-13.7%	13.8	x	-0.1	22.0%
CC1(C)CC(NS(=O)(=O)c2ccccc2)CC(C)(C)N1	-3.3%	-0.4	3.4	-0.3%	-8.6%	3.9	-1.3	0.4	-1.6%
